CHT allo act: CHT positive allosteric modulators, primary screen, cell-based, membrane potential dye, choline EC20; B-score at 10 µM; hit rate 0.49% among 310,000; CHT-expressing cells; hits give high values; LV-AA mutant CHT in HEK293 cells;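 active = initial fluorescence not abnormally high and integrated response B-score, plate-corrected, over 3 SD above library mean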
Target sequence (Q9GZV3 whole entry, looked up): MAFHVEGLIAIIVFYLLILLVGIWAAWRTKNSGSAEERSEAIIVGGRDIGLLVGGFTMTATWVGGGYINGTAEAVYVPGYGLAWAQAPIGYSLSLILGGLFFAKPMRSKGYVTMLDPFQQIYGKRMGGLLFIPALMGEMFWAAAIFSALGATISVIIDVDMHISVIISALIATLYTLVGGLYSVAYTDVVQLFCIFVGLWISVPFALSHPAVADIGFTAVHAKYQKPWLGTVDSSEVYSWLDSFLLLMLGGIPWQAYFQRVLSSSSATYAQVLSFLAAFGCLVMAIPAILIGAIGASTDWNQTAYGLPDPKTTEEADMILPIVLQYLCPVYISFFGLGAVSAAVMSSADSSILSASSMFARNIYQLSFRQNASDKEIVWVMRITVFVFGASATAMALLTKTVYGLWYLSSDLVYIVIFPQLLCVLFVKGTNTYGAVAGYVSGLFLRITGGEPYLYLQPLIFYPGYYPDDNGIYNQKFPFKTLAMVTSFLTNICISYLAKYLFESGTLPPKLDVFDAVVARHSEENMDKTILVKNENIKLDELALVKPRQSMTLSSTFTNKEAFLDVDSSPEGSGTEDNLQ
CHT block: inhibitors of human choline transporter CHT | hit rate 0.86% among 310,000 | B-score at 10 µM | CHT-expressing cells, membrane potential dye, choline response; hits give low values | High affinity choline transporter 1 (Homo sapiens), Q9GZV3;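 active = B-score over 3 SD under the library average, and starting fluorescence ratio not unusually high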;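 also: choline stimulus applied at its EC90 after an EC20 pre-addition; B-score computed on integrated fluorescence ratio after choline addition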
The depositor's hits bear a star.

For O=C(c1ccc(F)cc1)c1ccc(N2CCCCC2)cc1 the results were CHT allo act inactive and CHT block inactive.
For COC(=O)Cc1c(C)c2ccc(OC3CCCCC3=O)c(C)c2oc1=O (configuration not stated) the results were CHT allo act inactive and CHT block inactive.
For N#C/C(=C(/O)CN1CCCCC1)c1nc(-c2ccc(Cl)cc2)cs1 the results were CHT allo act inactive and CHT block inactive.
`O=C(CC1CCOCC1)Nc1ccc(Cl)c(Cl)c1` gave CHT allo act inactive and CHT block inactive.
For C=C(C)C(=O)Nc1cccc(C2=NOC3(C2)C[C@H](C(N)=O)N(C(=O)c2ccccc2C(=O)c2ccccc2)C3)c1 (some centres not stated) the results were CHT allo act inactive and CHT block inactive.
`CCCCOC(=O)Nc1sc2c(c1C(=O)OC)CCC2` gave CHT allo act inactive and CHT block inactive.
C=CCOc1cccc(/C=C2\C(=O)N(Cc3ccc(C)cc3)C(C)=C2C(=O)OC)c1 was read as CHT allo act inactive and CHT block inactive.
For CC1CCCCC1NS(=O)(=O)c1ccc2c(c1)CC(=O)N2C (configuration not stated) the results were CHT allo act inactive and CHT block inactive.
Screening CC(C)NC(=O)c1ccc(COCC(F)(F)F)cc1 returned CHT allo act inactive and CHT block inactive.
Screening COc1ccc(CCNC(=O)CCCn2nc(C)c([N+](=O)[O-])c2C)cc1OC returned CHT allo act inactive and CHT block inactive.
O=C(NC1CCN(C(=O)Nc2cccc(Cl)c2)CC1)c1ccco1 was read as CHT allo act inactive and CHT block inactive.
CN(C)CCNC(NC(=O)c1cccs1)C(Cl)(Cl)Cl (configuration not stated) was read as CHT allo act inactive and CHT block inactive.

Molecules from the list above with sulfur (4):
For N#C/C(=C(/O)CN1CCCCC1)c1nc(-c2ccc(Cl)cc2)cs1 the results were CHT allo act inactive and CHT block inactive.
`CCCCOC(=O)Nc1sc2c(c1C(=O)OC)CCC2` gave CHT allo act inactive and CHT block inactive.
For CC1CCCCC1NS(=O)(=O)c1ccc2c(c1)CC(=O)N2C (configuration not stated) the results were CHT allo act inactive and CHT block inactive.
CN(C)CCNC(NC(=O)c1cccs1)C(Cl)(Cl)Cl (configuration not stated) was read as CHT allo act inactive and CHT block inactive.

The results go on:
Cc1ccc(-c2ccc(CO)o2)cc1N was read as CHT allo act inactive and CHT block inactive.
CCN1C(=O)CS/C1=N\S(=O)(=O)c1ccc(C)cc1 was read as CHT allo act inactive and CHT block inactive.
Screening CCc1ccc(Nc2n[n+](-c3ccccc3)c(-c3ccc(SC)cc3)s2)cc1 returned CHT allo act 11* and CHT block inactive.
N#C/C(=C\c1ccc(Cl)cc1)c1n[nH]c(Cn2cncn2)n1 was read as CHT allo act inactive and CHT block inactive.
O=C(O)c1ccccc1S(=O)(=O)NCC(O)COc1ccc(Br)cc1 (configuration not stated) was read as CHT allo act inactive and CHT block inactive.
CCOC(=O)c1c(NC(=O)Cc2ccccc2)sc2c1CC(C)(C)NC2(C)C was read as CHT allo act inactive and CHT block inactive.
`COc1ccccc1CNC(=O)c1cnc2sccn2c1=O` gave CHT allo act inactive and CHT block inactive.
For O=c1[nH]nc(-c2ccc(F)cc2)cc1Cc1ccccn1 the results were CHT allo act inactive and CHT block inactive.
`FC(F)(F)c1cc(-c2ccco2)nc(NCc2ccccc2)n1` gave CHT allo act inactive and CHT block inactive.
Screening O=C(Nc1ccc2nc3n(c(=O)c2c1)CCCCC3)c1ccccc1[N+](=O)[O-] returned CHT allo act inactive and CHT block inactive.
`COc1ccc(C(=O)Nc2ccc3nc4n(c(=O)c3c2)CCCC4)cc1[N+](=O)[O-]` gave CHT allo act inactive and CHT block inactive.
`CCSc1nnc(NC(=O)COc2ccccc2)s1` gave CHT allo act inactive and CHT block inactive.
Screening COc1ccc(/C=N/n2c(N)nc3ccccc32)cc1OC returned CHT allo act inactive and CHT block inactive.
Screening CN(Cc1ccccc1)c1nc(N)c([N+](=O)[O-])c(Nc2cccc(F)c2)n1 returned CHT allo act inactive and CHT block inactive.
Screening CCNC(=O)CC1C(=O)N(c2ccc(F)cc2)C(=O)N1CCc1sccc1C (configuration not stated) returned CHT allo act inactive and CHT block -5.8*.
O=C(NCc1ccncc1)NC1CCCCC1 was read as CHT allo act inactive and CHT block inactive.
Screening COc1cc(/C=N/NC(=O)C(N)=O)ccc1OCC(=O)N1C(C)CCCC1C (configuration not stated) returned CHT allo act inactive and CHT block inactive.
CCOC(=O)N1CCN(C(=O)COc2cccc3c2CCN(Cc2ccc(F)cc2)C3=O)CC1 was read as CHT allo act inactive and CHT block inactive.
O=[N+]([O-])c1cn(Cc2ccccc2)cn1 was read as CHT allo act inactive and CHT block inactive.
For COc1cc(/C=N/NC(=O)CCn2nc(C)cc2C)ccc1O the results were CHT allo act inactive and CHT block inactive.
CN(CC(=O)Nc1ccc(F)c(F)c1)S(=O)(=O)c1cccs1 was read as CHT allo act inactive and CHT block inactive.
For COc1cc(NC(=O)COC(=O)c2nc3nc(C)cc(C)n3n2)cc(OC)c1 the results were CHT allo act inactive and CHT block inactive.
`Cn1cnc(C(F)(F)F)c1-c1ccc([N+](=O)[O-])cc1` gave CHT allo act inactive and CHT block inactive.
For Cc1cc(C)cc(-n2nnnc2SCC(=O)Nc2cccc(NC(=O)c3ccco3)c2)c1 the results were CHT allo act inactive and CHT block inactive.
Cc1nc2ccccc2cc1C(=O)NCc1ccc(F)cc1 was read as CHT allo act inactive and CHT block inactive.
For FCCCOc1ccc(-c2nccc(-c3ccc(Br)cc3)n2)cc1 the results were CHT allo act inactive and CHT block inactive.
For Cc1ccccc1OCC(=O)Nc1ccc2c(c1)OCCO2 the results were CHT allo act inactive and CHT block inactive.
O=C(CSCc1cccc(Br)c1)N/N=C/c1ccc2c(c1)OCO2 was read as CHT allo act inactive and CHT block inactive.
For O=c1c2ccccc2nc(SCc2ccc([N+](=O)[O-])cc2)n1-c1ccccc1 the results were CHT allo act inactive and CHT block inactive.
Screening COC(=O)Cc1ccc(N(Cc2ccccc2F)S(=O)(=O)c2ccc(Br)cc2)cc1 returned CHT allo act inactive and CHT block inactive.
Cc1ccc(S(=O)(=O)N2[C@@H](c3ccccc3)C(C(=O)O)=CC[C@H]2c2cccc(C)c2)cc1 was read as CHT allo act inactive and CHT block inactive.
For Nc1ccc(N=Nc2ccccc2)c2ccccc12 the results were CHT allo act inactive and CHT block inactive.
COC(=O)c1sccc1NC(=O)C12CC3CC(CC(C3)C1)C2 was read as CHT allo act inactive and CHT block inactive.
C#Cc1ccc([C@@H]2C=C(C(=O)N3CCN(Cc4ccc5c(c4)OCO5)CC3)O[C@H](OCCCCO)C2)cc1 was read as CHT allo act inactive and CHT block inactive.
Screening COCCCNc1nc2ccccc2[nH]c1=O returned CHT allo act inactive and CHT block inactive.
For Cc1cc(NC(=O)c2cccs2)ccc1NC(=O)Cc1ccccc1 the results were CHT allo act inactive and CHT block inactive.

Reprinted at random: 3 records from the list
Cc1nc2ccccc2cc1C(=O)NCc1ccc(F)cc1 was read as CHT allo act inactive and CHT block inactive.
Cc1ccc(S(=O)(=O)N2[C@@H](c3ccccc3)C(C(=O)O)=CC[C@H]2c2cccc(C)c2)cc1 was read as CHT allo act inactive and CHT block inactive.
O=C(CSCc1cccc(Br)c1)N/N=C/c1ccc2c(c1)OCO2 was read as CHT allo act inactive and CHT block inactive.

The listing continues.
For Cc1ccc(S(=O)(=O)N2CCOC2CNC(=O)C(=O)NCCCc2ccccc2)cc1 (configuration not stated) the results were CHT allo act inactive and CHT block inactive.
O=C(CSc1nc2ncccc2[nH]1)Nc1ccc2c(c1)OCCO2 was read as CHT allo act inactive and CHT block inactive.
Screening Cc1ccc(C(=O)N2CCCC2)cc1Br returned CHT allo act inactive and CHT block inactive.
O=C(NCC(=O)N(CCN1CCOCC1)C(C(=O)NC1CCCC1)c1cccs1)c1ccco1 (configuration not stated) was read as CHT allo act inactive and CHT block inactive.
For CC(C)(C)C(=O)/C=C(N)/C=C/c1ccccc1 the results were CHT allo act inactive and CHT block inactive.
Screening CCc1ccc(C(=O)Nc2cccc(-c3nn[nH]n3)c2)s1 returned CHT allo act inactive and CHT block inactive.
`CN(C)CCCNc1ncc(C(F)(F)F)cc1Cl` gave CHT allo act inactive and CHT block inactive.
`CC(C)(C)OC(=O)CNC(=O)c1nc[nH]c1C(=O)N1CCc2ccccc2C1` gave CHT allo act inactive and CHT block inactive.
CC(SC(=S)N(C)Cc1cccs1)C(=O)O (configuration not stated) was read as CHT allo act inactive and CHT block inactive.
For CCNC(=S)NNC(=O)c1csc(CC)c1 the results were CHT allo act inactive and CHT block inactive.
`CC1CCN(c2c(NCC3CCC(C(=O)NCCC4=CCCCC4)CC3)c(=O)c2=O)CC1` (configuration not stated) gave CHT allo act inactive and CHT block inactive.
Screening COc1cc(OC)c(S(=O)(=O)Nc2ccc(C(=O)O)cc2)cc1S(=O)(=O)Nc1ccc(C(=O)O)cc1 returned CHT allo act inactive and CHT block inactive.
`COc1cc(NC(=O)c2ccccc2Cl)c2ncccc2c1` gave CHT allo act inactive and CHT block inactive.
Screening O=C(CCN1C(=O)c2ccccc2C1=O)N1CCN(c2ccccn2)CC1 returned CHT allo act inactive and CHT block inactive.
For Fc1ccc(CNCc2ccc(Br)cc2)cc1 the results were CHT allo act inactive and CHT block inactive.
For CCOc1ccc(NS(=O)(=O)c2ccc(NS(=O)(=O)c3ccc(SC)cc3)cc2)cc1 the results were CHT allo act inactive and CHT block inactive.
For CNS(=O)(=O)c1ccc(N2CCCC2)c([N+](=O)[O-])c1 the results were CHT allo act inactive and CHT block inactive.
`CN1C(=O)NC(c2ccccc2)C2=C1CN(CCc1ccccc1)C2=O` (configuration not stated) gave CHT allo act inactive and CHT block inactive.
`CC(=O)c1cccc(NS(=O)(=O)c2ccc(-c3cnc(C4CC4)o3)cc2)c1` gave CHT allo act inactive and CHT block inactive.
Screening CN1C(=O)CC(c2ccccc2)CC1=O returned CHT allo act inactive and CHT block -13*.
CCCCn1c(N)c(N(CCC(C)C)C(=O)CC2CCCC2)c(=O)[nH]c1=O was read as CHT allo act inactive and CHT block inactive.
For Cc1ccc(NC(=O)c2sc3ncnc(N4CCN(c5ccccn5)CC4)c3c2C)c(C)c1 the results were CHT allo act inactive and CHT block inactive.
`O=C(/C=C/c1ccco1)NC1=NCCS1` gave CHT allo act inactive and CHT block inactive.
For Cc1noc2ncnc(N3CCCC3)c12 the results were CHT allo act inactive and CHT block inactive.

Structures above with a tert-butyl group:
For CC(C)(C)C(=O)/C=C(N)/C=C/c1ccccc1 the results were CHT allo act inactive and CHT block inactive.
`CC(C)(C)OC(=O)CNC(=O)c1nc[nH]c1C(=O)N1CCc2ccccc2C1` gave CHT allo act inactive and CHT block inactive.

(cont.)
Screening CCOc1ncc(S(=O)(=O)N2CCN(CC)CC2)cc1C(=O)O returned CHT allo act inactive and CHT block inactive.
`CC1CN(C2CCN(C(=O)COc3ccccc3)CC2)CC(C)O1` (configuration not stated) gave CHT allo act inactive and CHT block inactive.
COC(=O)CC1C(=O)NCCN1C(=S)Nc1cccc(C(F)(F)F)c1 (configuration not stated) was read as CHT allo act inactive and CHT block inactive.
Screening CCN(CC)S(=O)(=O)c1cccc(C(=O)N/N=C/c2c(C)nn(-c3ccccc3)c2Cl)c1 returned CHT allo act inactive and CHT block inactive.
For COc1cc(NC(=O)c2cccs2)c(OC)cc1NC(=O)Cc1ccccc1 the results were CHT allo act inactive and CHT block inactive.
For CC1=CC(C)(C)[N+](C)(C)c2ccc(C)cc21 the results were CHT allo act inactive and CHT block inactive.
Screening Cc1cc(C)c(S(=O)(=O)Nc2ccccc2C(=O)N2CCCC2)c(C)c1 returned CHT allo act inactive and CHT block inactive.
CCOC(=O)C1CSC(CC(=O)Nc2ccc(OCC)cc2)C(=O)N1 (configuration not stated) was read as CHT allo act inactive and CHT block inactive.
Screening Oc1cccc2c(NC(=S)Nc3ccc(SC(F)F)cc3)cccc12 returned CHT allo act inactive and CHT block inactive.
For CCc1ccccc1NC(=O)CN1C(=O)c2ccccc2S1(=O)=O the results were CHT allo act inactive and CHT block inactive.
For CCOc1cc(C(=O)Nc2cc3c(cc2N2CCOCC2)n(C)c(=O)n3C)cc(OCC)c1OCC the results were CHT allo act inactive and CHT block inactive.
For CCc1nnc2sc(-c3ccc(NC(=O)c4ccc5c(c4)OCCO5)cc3)nn12 the results were CHT allo act inactive and CHT block inactive.
